# Screening data (PubChem)
# All columns: NCI-60 one-dose screen, growth in % after 48 h at 10 µM unless noted; 100 = growth as untreated, 0 = no growth, -100 = all killed.
# ACHN: ACHN renal cancer; 81,000 compounds, 4.9% hits
# NCI-H522: NCI-H522 lung cancer; AID 1794739; 78,000 compounds, 8% hits
# UO-31: UO-31 renal cancer | 81,000 compounds, 5.2% hits
# CAKI-1: CAKI-1 renal cancer; 75,000 compounds, 4.7% hits; AID 1794772
# RXF 393: RXF 393 renal cancer cells; 77,000 compounds, 6.9% hits
# NCI-H460: NCI-H460 lung cancer | 82,000 compounds, 6.8% hits
# 786-0: 786-0 renal cancer cells; AID 1794775; 81,000 compounds, 5.1% hits
# NCI-H322M: NCI-H322M lung cancer | 80,000 compounds, 2.7% hits | AID 1794733
# TK-10: TK-10 renal cancer cells | 81,000 compounds, 3.9% hits
# * = called active by the depositor; nt = not tested or not shown; & = joins results of further samples. How the source made its calls: active means growth percent below 10; inactive means the rest.
SMILES,ACHN,NCI-H522,UO-31,CAKI-1,RXF 393,NCI-H460,786-0,NCI-H322M,TK-10
CC(OC1CCC(OC2NCC(C(F)(F)F)CC2Cl)CC1)C(=O)NCCCCC(NC(=O)COCCOCCNC(=O)c1ccc(N2CCN(Cc3ccc(Cl)cc3)CC2)c([N+](=O)[O-])c1)C(=O)NCCCCC(NC(=O)COCCOCCNC(=O)C(NS(=O)(=O)C1CCC(N=NC2CCC(N(C)C)CC2)CC1)C(C)C)C(=O)NCCOCCOCC(=O)NC(CCCCNC(=O)CN1CCN(CC(=O)O)CCN(CC(=O)O)CCN(CC(=O)O)CC1)C(=O)O (stereo not drawn),97,88,69,88,102,100,100,92,100
COc1cc2c(cc1OC)C1Cc3cc(OC)c(OC)cc3C(C2)N1,101,110,70,97,103,91,106,92,113
COc1ccc2nc(Nc3cccc(NC(=O)c4ccc(CN5CCCN(C)CC5)c(C(F)(F)F)c4)c3)ccc2c1,-92*,-51*,-67*,-65*,-83*,8.8*,-73*,-86*,-81*
Cc1cc(C)c2sc(=O)n(Cc3nnc(SCCC(=O)O)o3)c2n1,103,100,92,89,89,105,104,98,103
CC(C)=C[C@@H]1CC2Cc3ccccc3N1O2 (stereo partly drawn),92,90,93,91,118,110,103,109,96
O=C(O)c1cc(-c2ccccc2)c2sc(=O)[nH]c2n1,104,77,87,103,108,107,102,107,101
CCOC(=O)c1nn(C2CCCCO2)c2ccc(NC(=O)COc3cccc4cccnc34)cc12 (stereo not drawn),94,104,73,78,109,100,94,102,113
Nn1c(N/N=C/c2nc(Br)cs2)n[nH]c1=S,102,nt,97,83,126,109,97,106,99
CCN(CC)CCCC(C)Nc1ccnc2cc(C)ccc12 (stereo not drawn),104,104,91,99,88,99,101,101,101
Cc1nn(-c2ccc(Cl)cc2)c2nc3[nH]c(=O)[nH]c(=O)c3nc12,112,107,92,99,104,95,104,119,144
Brc1c[n+](Cc2ccc3ccccc3c2)cn1Cc1ccc2ccccc2c1,91,13,77,38,22,20,44,74,44
CCOc1ccc(NC(=O)Nc2cc(C(C)C)c(O)cc2C)cc1,98,99,93,108,nt,104,112,114,114
Cc1cc2nc(CC(=O)c3ccncc3)c(=O)[nH]c2cc1C,94,88,nt,83,96,95,88,96,107
COc1ccccc1N1CCN(c2ncnc3[nH]ccc23)CC1,99,78,68,80,98,98,84,99,59
COCCOCCOCCOCCOc1ccc2c(c1)C(=O)c1nc3ncccc3c(=O)n1-2,-20*,nt,-7.6*,nt,-72*,-61*,-51*,-88*,-77*
O=C(O)c1cccc(N2C(=O)/C(=C/C3=Cc4ccccc4OC3)SC2=S)c1,97,91,85,90,105,102,102,108,101
COC(=O)c1cc(NC(=O)Nc2cc(C(=O)OC)n(C)c2)cn1C,100,nt,nt,96,65,111,92,104,118
CCCCC1COc2cccc3c2N1C=C/C3=C\C(=O)N(C)c1ccccc1OC(F)(F)F (stereo not drawn),108,79,82,76,101,101,99,102,97
CCn1nccc1-c1ccc2c(c1)COC2(CCCN(C)C)c1ccc(F)cc1 (stereo not drawn),102,78,80,81,114,99,96,104,90
O=C1c2ccccc2C(=O)N1CNc1ccccc1,100,94,91,92,102,98,96,103,85
OB(O)c1cccc(-c2nc3ccc4[nH]ncc4c3c3c2CCCC3)c1F,32,27,27,-24*,-20*,22,35,48,18
Cc1sccc1Br,102,97,83,108,105,109,96,104,96
CC12CC[C@@H]3[C@]4(C)COC(c5ccccn5)O[C@@H]4CC[C@@]3(C)[C@@H]1CC(C1=CCOC1=O)O2 (stereo partly drawn),106,97,90,96,110,104,100,106,108
CC1=NN(c2nc3ccccc3nc2Cc2ccccc2)C(=O)C1,117,99,84,92,100,106,108,nt,112
CN(C)C=Nc1cc(Cl)ccc1Cl,109,97,100,96,112,116,111,104,116
# Next part:
SMILES,ACHN,NCI-H522,UO-31,CAKI-1,RXF 393,NCI-H460,786-0,NCI-H322M,TK-10
CN(CCCNC(=O)c1cccc(C(=O)O)c1)CCCNC(=O)c1cc(NC(=O)c2cc(NC(=O)c3cc(NC(=O)c4nc(NC(=O)[C@H](N)CCNC(=O)c5cc(NC(=O)c6cc(NC(=O)c7cc(NC(=O)c8nccn8C)cn7C)cn6C)cn5C)cn4C)cn3C)cn2C)cn1C,103,83,91,nt,103,102,95,95,109
C#CC[C@@H]1C[C@]2(C)[C@H]3CC=C4[C@H]5CC(C)(C)CC[C@]5(C(=O)NCCCCN)CC[C@@]4(C)[C@]3(C)CC[C@H]2C(C)(C)[C@H]1OC(C)=O,-92*,70,-44*,-70*,-43*,-28*,6.7*,36,-28*
Clc1ccc2c(OCCCN3CCOCC3)c3oc4ccccc4c3nc2c1,15,29,22,20,27,11,27,36,nt
O=C1/C=C(/c2cc3ccccc3o2)NCCNC1=O,129,98,nt,95,nt,146,102,115,122
C=CCn1c(SCC(=O)Nc2ccc(C(=O)/C=C/c3cc(OC)c(OC)c(OC)c3)cc2)nnc1-c1cc(OC)c(OC)c(OC)c1,38,47,42,nt,21,31,54,86,87
CC(=O)OC(C)(C)C(=O)Oc1ccccc1,101,93,86,88,104,108,102,130,120
CNC(=O)Cc1nc(-c2cccc(NS(=O)(=O)c3c(F)cccc3F)c2F)c(-c2ccnc(Nc3ccccc3)n2)s1,11,55,27,41,-6.6*,94,64,61,43
CC(C)C(=O)Nc1ccc(C(=O)NC(=S)Nc2ccc(S(N)(=O)=O)cc2)cc1,94,88,79,86,72,102,78,86,121
Clc1ccc(OCc2nnc(-c3ccccc3)o2)c(Cl)c1,103,61,91,100,106,104,102,102,103
CC(C)Cc1cc(CN(C)CC(=O)NCCc2ccccc2)nn1-c1ccccc1,102,85,76,nt,94,101,98,94,92
CCCCCCCCCCCCCCCc1cc(O)ccc1S(=O)(=O)O,97,92,86,95,nt,102,96,106,93
O=[N+]([O-])c1ccccc1-c1nc2ccccc2s1,95,96,66,96,121,98,97,98,115
O=C1c2cc(I)ccc2Oc2cc([N+](=O)[O-])ccc2N1c1ccc(I)cc1F,99,95,68,85,92,99,102,97,109
Cc1ccc(CNc2ccc3nc(NC(=O)CN4CCCCCC4)sc3c2)cc1,84,58,68,73,107,90,96,101,110
C/C(=N\N=C1/C(=O)Nc2ccccc21)c1ccc2c(c1)Nc1ccccc1S2,56,44,34,49,96,44,71,71,79
O=C(/C=C/c1ccc2c(c1)OCO2)c1c(O)c2ccccc2oc1=O,102,76,90,95,135,103,100,107,113
Cn1cc(Nc2ncnc(-c3ccc(N4CCCC4)c(C#N)c3)n2)cn1,52,9.0*,42,22,51,50,60,51,66
CCc1cccc(CC)c1NC(N)=S,113,86,84,84,90,100,99,93,109
Cc1ccc(S(=O)(=O)Oc2ccc3sc4cccc(NCCN(C)C)c4c(=O)c3c2)cc1,-96*,-82*,-96*,-98*,-87*,-93*,-86*,-88*,-83*
CC(C)=CCC/C(C)=C\C=N\O,114,86,83,94,109,113,93,nt,107
CN1CCN(c2nc(Cl)nc3c2ncn3CCCNc2ccnc3cc(Cl)ccc23)CC1,92,86,84,91,104,105,88,90,97
NC(=O)c1cccc(-n2ccc3cc(NC(=O)Nc4ccc(F)c(C(F)(F)F)c4)ccc32)n1,50,64,68,55,13,47,36,79,75
O=C(Sc1ccc(Cl)cc1)c1ccc(Cl)cc1,109&100,106&88,66&63,90&103,107&100,108&117,102&94,102&111,112&106
CCOC(=O)N1CCCC1=O,107,95,71,98,102,117,93,116,113
Cn1cc(-c2ccc3ncc(-c4ccc(CC(=O)Nc5cc(C(C)(C)C)no5)cc4)nc3c2)cn1,15,42,2.8*,17,32,23,39,21,51

# Of the compounds above, four contain an aryl methoxy group.
SMILES,ACHN,NCI-H522,UO-31,CAKI-1,RXF 393,NCI-H460,786-0,NCI-H322M,TK-10
COc1cc2c(cc1OC)C1Cc3cc(OC)c(OC)cc3C(C2)N1,101,110,70,97,103,91,106,92,113
COc1ccc2nc(Nc3cccc(NC(=O)c4ccc(CN5CCCN(C)CC5)c(C(F)(F)F)c4)c3)ccc2c1,-92*,-51*,-67*,-65*,-83*,8.8*,-73*,-86*,-81*
COc1ccccc1N1CCN(c2ncnc3[nH]ccc23)CC1,99,78,68,80,98,98,84,99,59
C=CCn1c(SCC(=O)Nc2ccc(C(=O)/C=C/c3cc(OC)c(OC)c(OC)c3)cc2)nnc1-c1cc(OC)c(OC)c(OC)c1,38,47,42,nt,21,31,54,86,87

# Given with values under each structure: part of the list above
# Every second line gives: ACHN, NCI-H522, UO-31, CAKI-1, RXF 393, NCI-H460, 786-0, NCI-H322M, TK-10
- CC(=O)OC(C)(C)C(=O)Oc1ccccc1
→ 101, 93, 86, 88, 104, 108, 102, 130, 120
- C#CC[C@@H]1C[C@]2(C)[C@H]3CC=C4[C@H]5CC(C)(C)CC[C@]5(C(=O)NCCCCN)CC[C@@]4(C)[C@]3(C)CC[C@H]2C(C)(C)[C@H]1OC(C)=O
→ -92*, 70, -44*, -70*, -43*, -28*, 6.7*, 36, -28*

# (listing goes on)
SMILES,ACHN,NCI-H522,UO-31,CAKI-1,RXF 393,NCI-H460,786-0,NCI-H322M,TK-10
Cc1cccc(C)c1NC(=O)N/N=c1\cc(C)c2ccc(O)cc2o1,112,76,83,97,125,115,96,99,101
O=C(O)c1cn(C2CC2)c2cc(N3CCN(S(=O)(=O)c4ccc(Cl)cc4)CC3)c(F)cc2c1=O,101,93,58,90,99,103,97,97,104
CSc1ccc(/C=C2\C=C(CC(=O)NCc3ccc(C(=O)c4ccccc4)cc3)c3cc(F)ccc32)cc1,2.1*,-39*,27,7.8*,-34*,-44*,-26*,39,14
COc1ccc(Cl)cc1Nc1nc(C(F)(F)F)ccc1C(=O)N/N=C/c1ccc([N+](=O)[O-])cc1,-9.9*,-8.5*,-1.5*,4.6*,13,0.9*,8.4*,-1.1*,10
CCCCN=C(N)N,110,106,94,90,117,113,116,124,105
N=C(N)SCc1cc2c(cc1Br)OCO2,88,76,82,86,101,97,88,95,96
O=C(N/N=C/[C@H]1[C@@H]2CCO[C@@H]2C[C@@H]1O)c1ccncc1,105,85,90,nt,102,101,105,99,85
O=c1[nH]c2ccccc2c(=O)n1O,105,89,77,104,99,96,104,99,102
COc1ccc(-c2nc3ccccn3c2-c2nnc(-c3cc(OC)c(OC)c(OC)c3)o2)cc1,49,45,78,80,74,22,60,57,78
CSC(=O)NCCOC(=O)SC,95,110,70,96,114,100,113,93,127
Nc1cc(C(=O)NC[C@H]2CN(c3ccc(N4CCC(C(=O)O)CC4)cc3)C(=O)O2)ccc1Cl,101,92,80,88,112,103,101,107,104
Cc1c(C(N)=O)sc2c1c(=O)n(Cc1ccccc1)c1nnc(SCC(=O)N3NC(=O)CC3=O)n21,101,91,79,81,135,113,115,102,111
CN(C)c1cccc2c(S(=O)(=O)Nc3cc(-c4csc(NC(=O)CN5CCN(CCO)CC5)n4)ccc3F)cccc12,99,92,74,96,86,108,96,89,110
Nc1ccc(N=Nc2c(S(=O)(=O)O)cc3cc(S(=O)(=O)O)cc(O)c3c2O)cc1,106,157,105,105,nt,114,109,89,105
NC(CCl)=NCC12CC3CC(CC(C3)C1)C2,12,-59*,-99*,nt,nt,-58*,-80*,20,-2.3*
CCOC(=O)C1C(=O)C=C(c2ccc(Cl)cc2)CC1c1sc(N(C)Cc2ccccc2)nc1Cl (stereo not drawn),84,61,58,82,68,85,81,83,92
NS(=O)(=O)Cc1ccccc1,109,110,83,109,108,107,102,107,120
CCCCCCCCCCCCCCCCCC1=NC(CC)(CO)CO1 (stereo not drawn),97,72,68,68,81,103,87,105,125
CCC(=O)OCC(=O)[C@@]1(OC(=O)CC)[C@@H](C)CC2C3CCC4=CC(=O)C=C[C@]4(C)C3(F)[C@@H](O)C[C@@]21C (stereo partly drawn),nt,105,75,78,126,96,113,104,133
O=C1c2ccccc2-c2c1c1c(NCCCO)nc3ccccc3c1n2Cc1ccccc1,50,23,-41*,34,-52*,-29*,-74*,30,-20*
CCN1OC(=O)N(c2ccccc2)C1c1ccccc1 (stereo not drawn),101,104,87,95,108,107,95,100,103
O=C(C(=Cc1ccc(F)cc1)C(=O)c1ccccc1)c1ccccc1,102,nt,96,52,100,90,103,103,107
Nc1nc(=S)cc(Nc2ccc(Cl)c(Cl)c2)[nH]1,111,98,88,nt,85,105,105,96,125
O=C1CC(c2nc3ccccc3o2)CN1Cc1ccccc1 (stereo not drawn),106,92,77,98,100,106,108,100,99
C/C(=C(/c1ccccc1)c1ccc(N2C(=O)c3cccc4c(N5CCCCC5)ccc(c34)C2=O)cc1)c1ccccc1,90,78,71,74,93,89,103,99,120
# Next structures
SMILES,ACHN,NCI-H522,UO-31,CAKI-1,RXF 393,NCI-H460,786-0,NCI-H322M,TK-10
O=C(/C=C\c1ccc(O)c(O)c1)O[C@@H]1C[C@](O)(C(=O)O)C[C@@H](O)[C@H]1O,98,86,97,98,107,106,99,117,83
CC1=CC(O)C2CC1C2(C)C (stereo not drawn),118&103,92&86,74&94,86&94,104&115,108&108,110&96,97&101,98&102
CC(=O)c1cccc(NC(=O)c2ccc(-c3cccc([N+](=O)[O-])c3)o2)c1,97,82,79,91,87,101,99,96,102
O=C(Nc1ccc(Cl)cc1)c1cccnc1,97,nt,105,105,98,107,111,111,131
C=C(C)[C@@H]1CC[C@]2(C(N)=O)CC[C@]3(C)[C@H](CC[C@@H]4[C@@]5(C)C/C(=C/c6ccco6)C(=O)C(C)(C)[C@@H]5CC[C@]43C)[C@@H]12,84,79,84,59,94,96,95,99,105
COc1ccc(/C=C/C(=O)c2ccc(NC(=O)CSc3nnc(-c4cc(-c5ccc(S(C)(=O)=O)cc5)nc5ccccc45)n3-c3ccccc3)cc2)cc1,100,80,71,87,102,102,92,93,92
